MC4R antagonist – antagonists of human melanocortin 4 receptor (MC4R); actives 0.48% (n = 360,000); MC4R-expressing cells, MTII-stimulated cAMP, LANCE TR-FRET; P32245; inhibition, % at 6.5 µM;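 active means inhibition above its plate's cutoff, the mean of tested wells on that plate plus 3 SD, cut at about 29% in these data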;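 further: 0% = Melanotan II alone and 100% = Melanotan II plus saturating MCL0020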
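Assay system: human MC4R-expressing U2OS cells; reagent: Melanotan II stimulation of cells; dosing: 6.5 µM single dose; timing: compound 30 min, challenge 1 h, detection 1 h; signal: TR-FRET cAMP assay; replicates: one well per compound, no replicates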
COUP-TFII inh – blocks human COUP-TFII nuclear receptor; P24468; HEK293T NGFI-A luciferase reporter, luminescence; inhibition, % at 8.6 µM; actives 0.7% (n = 370,000); AID 686940;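 active means inhibition above a per-plate cutoff, mean inhibition of test wells between control levels plus 3 SD, cut at about 38% in these data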;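 further: cells cotransfected with COUP-TFII expression vector driving the NGFI-A reporter; 0% = median of COUP-TF2 test wells and 100% = reporter-only cells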
NR5A2 inv ag – suppresses constitutive activity of human LRH-1; O00482; HEK293T StAR-luciferase reporter, LRH-1 transfected, 24 h; inhibition, % at 3.6 µM; actives 0.13% (n = 360,000); AID 602396;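 active means inhibition above the mean inhibition of all tested compounds plus 3 SD, cut at about 73% in these data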;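 further: 0% = DMSO wells and 100% = reporter-only cells lacking LRH-1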
NOD2 RIPK2 PPI – inhibitors of human NOD2-RIPK2 interaction; O43353; CHO BLA complementation NOD2-RIPK2, CCF4 ratio; inhibition, % at 4.98 µM; actives 0.38% (n = 360,000); AID 624267; in the data active means inhibition above about 21%;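 further: 0% = vehicle only and 100% = reference blocker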
EBV LMP1 NFkB – inhibitors of Epstein-Barr LMP1-induced NF-kappaB reporter | LMP1-induced NF-kappaB luciferase reporter cells, luminescence | inhibition, % at 12.5 µM | actives 0.69% (n = 350,000) | AID 504558; in the data active means inhibition above about 41%;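 further: 0% = neutral control wells and 100% = reference inhibitor control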
ABHD5 PLIN5 PPI – inhibitors of human ABHD5-perilipin-5 interaction | Q00G26+Q8WTS1 | Split G. princeps luciferase complementation, luminescence, 4 h | inhibition, % at 4 µM | actives 0.78% (n = 360,000);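 active means inhibition above the mean inhibition across every tested compound plus 3 SD, cut at about 22% in these data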;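 further: 0% = DMSO only wells and the 100% control is not disclosed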
NCOA2 inhibitor – inhibits human steroid receptor coactivator 2; inhibition, % at 9 µM; actives 0.17% (n = 370,000); HEK293 GAL4-SRC2 luciferase reporter, luminescence; Q15596;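 active means inhibition above the mean inhibition of all tested compounds plus 3 SD, set per campaign, cut at about 52% in these data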;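 further: 0% = DMSO treated cells and 100% = cells given Gossypol at 36 µM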
SRC1 inh – human NCOA1 inhibition; inhibition, % at 3.6 µM; HEK293 GAL4-SRC1 luciferase reporter, luminescence; actives 0.12% (n = 360,000); Q15788;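 active means inhibition above the campaign mean plus 3 SD, with each screening campaign given its own cutoff, cut at about 60% in these data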;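 further: 0% = DMSO treated cells and 100% = gossypol at 36 µM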
Target sequence (Q15788 whole entry, looked up, the tested form may be a part): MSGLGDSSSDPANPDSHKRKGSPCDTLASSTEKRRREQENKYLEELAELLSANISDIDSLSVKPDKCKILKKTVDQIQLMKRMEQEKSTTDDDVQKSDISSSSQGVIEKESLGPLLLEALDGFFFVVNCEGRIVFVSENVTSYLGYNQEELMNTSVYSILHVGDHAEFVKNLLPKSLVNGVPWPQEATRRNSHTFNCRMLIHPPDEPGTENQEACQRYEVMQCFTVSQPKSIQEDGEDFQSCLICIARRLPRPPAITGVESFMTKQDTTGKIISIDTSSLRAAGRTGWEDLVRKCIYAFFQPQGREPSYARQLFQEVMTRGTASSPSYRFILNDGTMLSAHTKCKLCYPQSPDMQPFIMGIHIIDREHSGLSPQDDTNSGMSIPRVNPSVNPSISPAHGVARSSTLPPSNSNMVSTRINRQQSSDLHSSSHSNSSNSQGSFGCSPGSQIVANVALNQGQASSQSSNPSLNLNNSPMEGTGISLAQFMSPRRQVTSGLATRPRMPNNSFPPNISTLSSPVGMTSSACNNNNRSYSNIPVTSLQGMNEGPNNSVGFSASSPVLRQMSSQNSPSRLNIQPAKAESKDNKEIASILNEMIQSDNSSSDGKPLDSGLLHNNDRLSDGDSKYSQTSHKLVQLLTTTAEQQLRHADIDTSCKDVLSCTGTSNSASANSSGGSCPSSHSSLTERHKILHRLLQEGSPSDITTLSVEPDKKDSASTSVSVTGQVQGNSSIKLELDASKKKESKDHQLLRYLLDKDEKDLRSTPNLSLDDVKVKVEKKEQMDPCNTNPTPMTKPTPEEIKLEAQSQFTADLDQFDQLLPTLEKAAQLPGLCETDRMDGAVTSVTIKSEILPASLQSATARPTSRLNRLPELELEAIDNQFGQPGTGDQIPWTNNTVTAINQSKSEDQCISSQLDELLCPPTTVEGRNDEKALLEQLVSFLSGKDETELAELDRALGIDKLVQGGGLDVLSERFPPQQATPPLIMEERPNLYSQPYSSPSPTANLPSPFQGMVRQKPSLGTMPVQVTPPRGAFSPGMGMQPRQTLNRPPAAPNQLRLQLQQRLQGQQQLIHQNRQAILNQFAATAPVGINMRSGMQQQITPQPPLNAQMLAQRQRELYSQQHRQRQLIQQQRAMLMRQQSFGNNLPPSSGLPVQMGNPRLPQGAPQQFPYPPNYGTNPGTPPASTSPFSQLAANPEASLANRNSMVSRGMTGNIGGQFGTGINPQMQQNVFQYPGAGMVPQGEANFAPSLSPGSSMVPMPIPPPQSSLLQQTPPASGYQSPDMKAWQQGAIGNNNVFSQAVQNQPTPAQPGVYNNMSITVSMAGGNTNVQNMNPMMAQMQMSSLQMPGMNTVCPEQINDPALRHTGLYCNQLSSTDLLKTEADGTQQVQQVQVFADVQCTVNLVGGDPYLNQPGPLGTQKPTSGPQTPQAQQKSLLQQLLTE
MC4R barr agon – human MC4R agonism via beta-arrestin | U2OS MC4R beta-arrestin complementation, luminescence; percent of melanotan II response, DMSO zero | activation, % at 8.9 µM | P32245 | actives 0.98% (n = 360,000);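 active means activation above a per-plate cutoff, the mean activation of sample wells on that plate plus 3 SD, cut at about 8% in these data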
NCOA3 inh – human NCOA3 inhibition. Q9Y6Q9. HEK293 GAL4-SRC3 luciferase reporter, luminescence. inhibition, % at 3.6 µM. actives 0.17% (n = 360,000). AID 588352;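 active means inhibition above a per-campaign cutoff, the mean of all compounds plus 3 SD, cut at about 60% in these data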;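 further: 0% = DMSO-treated cells and 100% = gossypol-treated cells at 36 µM; higher means less SRC3-driven luciferase light from the GAL4 reporter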
TLR9-MyD88 inh – blocks human TLR9 binding to MyD88. Q9NR96+Q99836. CHO BLA complementation TLR9-MyD88, CCF4 FRET ratio. inhibition, % at 4.98 µM. actives 0.21% (n = 340,000);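 active means inhibition above the mean over all tested compounds plus 3 SD, cut at about 21% in these data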;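 further: 0% = DMSO only wells and 100% = clavulanate BLA inhibitor control wells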
* marks the source's active call; other numbers are inactive results; x = not tested or not shown.

SMILES	MC4R antagonist	COUP-TFII inh	NR5A2 inv ag	NOD2 RIPK2 PPI	EBV LMP1 NFkB	ABHD5 PLIN5 PPI	NCOA2 inhibitor	SRC1 inh	MC4R barr agon	NCOA3 inh	TLR9-MyD88 inh
CC(NCC(O)COc1ccc(Br)cc1)c1ccccc1 (stereo not given)	6	-21	-6	12	0	-9	-8	1	1.1	2	-13
Cc1cc(C)n(CC(=O)N2N=C(C(F)F)CC2(O)C(F)F)n1 (stereo not given)	2	7	-4	-6	-5	-3	16	-6	-0.5	-1	8
COCCn1c(=NC(=O)CCS(=O)(=O)c2ccccc2)sc2cc(C)ccc21	-2	19	-1	-5	-2	-7	-29	11	-4.3	29	-4
Cc1ccc(-n2nnnc2SCC(=O)c2cc(C)n(CC3CCCO3)c2C)cc1 (stereo not given)	11	-1	13	4	-1	0	24	-15	0.6	-1	-4
Cc1ccc(S(=O)(=O)N2CCCC2C(=O)OCc2ccco2)cc1 (stereo not given)	21	x	21	-4	12	12	x	6	-2.4	-12	-5
COC(=O)c1ccc(CN2CCC(CO)(Cc3ccccc3Cl)CC2)cc1	-9	8	-8	-20	0	-3	-20	-5	0.3	-4	-3
CCC(=O)Nc1cc(-c2nnc(OC)c3ccccc23)ccc1N1CCOCC1	11	-3	9	0	-1	0	0	-1	-0.8	9	1
CN1C(=O)c2ccccc2C(C(=O)NCCCN2CCCC2)C1c1c[nH]c2ccccc12 (stereo not given)	23	x	-8	-6	1	8	x	7	1.6	-2	-1
C/C(=C/CCC(C)(O)C1CC[C@@]2(C)[C@@H]3CC=C4[C@@H](CC[C@H](O[C@H]5O[C@@H](CO)[C@H](O)[C@@H](O)[C@@H]5O)C4(C)C)[C@]3(C)C(=O)C[C@]12C)CO[C@@H]1O[C@H](CO)[C@@H](O)[C@H](O)[C@H]1O (stereo not given in full)	-1	-8	11	-5	-2	7	-52	-17	0.3	0	-2
COc1ccc(Nc2c3c(nc4ccccc24)CCC3)c(OC)c1	14	-27	8	8	-7	-8	-7	-6	2.0	10	2
CC(C)n1cnc2c(N(C)c3cccc(Cl)c3)nc(N(CCO)CCO)nc21	1	-40	-34	-4	-5	6	-3	2	-1.5	0	-15
CN1CCN(C(=S)NC(=O)c2ccco2)CC1	6	-14	-16	5	-2	-1	-19	-7	-1.3	7	3
O=c1[nH]c2cc3c(cc2cc1CN(CCc1ccccc1)C(=S)NCCCN1CCOCC1)OCCO3	14	13	-13	1	-14	17	2	6	0.1	14	-4
CCC(C)(C)c1ccc(OCCCC[n+]2cccc(C)c2)c(C(C)(C)CC)c1	11	62*	56	1	24	23*	-11	3	19*	49	-10
CC1=C(C#N)C(NC(=O)C2CC2)(C(F)(F)F)C(=O)N1 (stereo not given)	4	15	-2	5	-8	-2	-5	10	-1.6	11	3
Cn1c(=O)c2c(-c3ccccc3)n(-c3cc(Cl)c([N+](=O)[O-])cc3O)cc2n(C)c1=O	x	14	14	-6	x	-9	-20	-6	x	-6	x
Cn1nc(-c2ccccc2)c2cc([N+](=O)[O-])ccc21	-9	-7	1	-3	2	3	-6	-8	0.9	-1	-9
O=S1(=O)CCOC[C@H](c2ccccc2)N1Cc1cccc(Cl)c1	8	0	-3	0	9	-1	14	-19	-0.3	0	7
CCC(=O)N1CCN(c2ccc(NC(=O)c3ccc4c(c3)OCO4)cc2)CC1	-2	-22	12	-3	-15	1	-51	8	-0.6	6	-2
O=C(COc1nc2ccccc2nc1N1CCOCC1)Nc1ccc(S(=O)(=O)N2CCCC2)cc1	14	-9	13	3	6	-2	4	-18	0.5	19	-16
O=C(N/N=C\c1ccccc1)c1cccc(C(=O)N/N=C\c2ccccc2)n1	3	10	-35	-5	x	1	-30	-17	-2.2	-17	x
O=C(c1cn(Cc2ccccc2)nc1-c1cccnc1)N1CCc2ccccc2C1	5	2	-14	-6	0	0	-5	-6	-0.2	2	-9
C[C@H]1CN([C@@H](C)CO)C(=O)CCCn2cc(nn2)CO[C@@H]1CN(C)S(=O)(=O)c1cccs1	10	-6	9	-9	5	-10	-19	-33	0.3	2	-3
COCCn1c(SCC(=O)N(C)c2ccccc2)nc2c([nH]c3ccccc32)c1=O	10	4	17	3	-15	4	7	-18	-0.5	8	-4
CCSCc1nnc(SCC(=O)Nc2cccc(SC)c2)n1C	6	12	-13	-8	-8	1	-21	6	-0.9	6	-4
C=CCn1c(=O)c(C(=O)NCCc2ccc(Cl)cc2)c(O)c2cc(OC)c(OC)cc21	13	-6	5	-6	0	5	-8	3	-1.7	1	-8
CCOc1ccc(CCNC(=O)COC(=O)c2cc(S(=O)(=O)N3CCOCC3)ccc2F)cc1OCC	22	1	53	-8	3	-2	-4	0	0.3	-3	3
C[C@H](CO)N1C[C@H](C)[C@@H](CN(C)Cc2ccc3c(c2)OCO3)Oc2c(NC(=O)C3CCCCC3)cccc2C1=O	8	-4	11	2	-13	9	16	11	1.9	1	-6
C[C@H](CO)N1C[C@H](C)[C@@H](CN(C)C(=O)Nc2ccccc2)Oc2ccc(NC(=O)c3ccncc3)cc2C1=O	11	-21	-19	-5	-1	0	-17	2	0.8	10	2
O=C1O[C@@H](c2ccccc2)C[C@@H](O)[C@H](O)CCCCc2ccccc21	x	-13	-1	-10	x	-5	-19	x	x	x	x
COc1cccc(-c2ncc3ccccc3c2COC(=O)N2CCCCC2)c1	-11	-5	8	0	-16	5	0	9	-1.1	24	1
O=C(NCCCN1CCOCC1)c1nn2c(C(F)(F)F)cc(-c3ccco3)nc2c1Cl	-5	-1	19	-5	-9	3	3	22	-0.3	3	4
CCCn1nnc(NC(=O)c2cccnc2Cl)n1	7	7	16	-14	-6	-8	-19	12	-2.0	8	-5
CCOc1cc(/C=C/C(=O)O)ccc1OCCO	7	9	-24	-2	2	-5	-48	-16	-2.6	17	-5
COc1ccc(CCC(=O)NCCS(=O)(=O)N2CCN(c3ccc(F)cc3)CC2)cc1	9	5	20	-1	2	6	-5	-13	0.2	4	-1
C[C@@H]1COc2cccc(N3CCC[C@@H]3CO)c2S(=O)(=O)N1	x	-6	8	-20	x	-11	-20	x	x	x	x
O=C(CCCCn1c(=O)c2ccccc2n(Cc2ccccc2F)c1=O)NC1CCN(Cc2ccccc2)CC1	8	11	-5	13	1	9	4	-8	0.3	6	3
O=C(NCc1ccccn1)C1CCCN(S(=O)(=O)c2cc(Cl)ccc2Cl)C1 (stereo not given)	5	x	51	1	-40	6	x	-8	-1.1	-8	5
O=C(NCCCN1CCOCC1)/C(=C/c1ccc(-c2cccc([N+](=O)[O-])c2)o1)NC(=O)c1ccccc1	-19	-6	14	-1	1	-3	-46	4	-0.6	-4	-8
COc1ccc(C2CC(c3ccc(Cl)cc3)=NN2c2ccc(S(N)(=O)=O)cc2)cc1 (stereo not given)	20	18	9	-62	-6	-2	7	-16	4.7	15	-139
Cc1cc(C)n(/N=C\c2c(O)ccc3ccccc23)c(=O)c1C(N)=O	0	-9	21	2	-2	-3	-4	-12	-2.1	1	-26
CC(C)(C)C(=O)Nc1ccc(C(=O)NNC(=O)Cc2ccccc2)cc1	-1	-1	6	-5	-4	1	16	-22	-2.3	-15	4
CCc1ccc(-c2nc(CS(=O)CC(=O)NCCCN3CCC(C)CC3)c(C)o2)cc1 (stereo not given)	5	10	-12	-7	-13	-1	-26	-33	-0.6	-21	-5
Cc1c(NC(=O)c2cc(-c3ccccc3)nc3ccccc23)c(=O)n(-c2ccccc2)n1C	25	6	9	0	1	5	-8	6	0.7	-23	-2
O=C(CNC(=O)c1ccc(Br)cc1)OCc1cc([N+](=O)[O-])cc2c1OCOC2	9	-4	-10	-3	-7	-5	0	7	0.0	22	-12
CCOC(=O)C1(CC/C(C)=N\NC(N)=O)CC(C)(C)OC1=O (stereo not given)	5	-4	19	-6	-8	-2	14	5	-3.5	-3	-9
CCCOc1ccc(NC(=O)C2CC(=O)N3CCCN=C3S2)cc1 (stereo not given)	2	2	-3	2	5	-16	7	-9	-2.4	-1	-3
Cc1cccc2sc(N(CCCN(C)C)C(=O)COc3ccc(Cl)cc3)nc12	10	14	-10	0	12	19	-12	6	5.0	10	-3
CCOC(=O)c1ccc(NC(=O)C2CCN(S(=O)(=O)CC)CC2)cc1	5	1	19	1	-3	4	-51	-2	-1.2	9	3
O=C(NCC1CC1)c1cc(-c2ccccc2)nn1CC1CC(c2cccc([N+](=O)[O-])c2)=NO1 (stereo not given)	2	10	1	4	-2	-5	-9	-19	0.6	1	1

One compound at a time (already shown). Order of values: MC4R antagonist | COUP-TFII inh | NR5A2 inv ag | NOD2 RIPK2 PPI | EBV LMP1 NFkB | ABHD5 PLIN5 PPI | NCOA2 inhibitor | SRC1 inh | MC4R barr agon | NCOA3 inh | TLR9-MyD88 inh
`Cc1c(NC(=O)c2cc(-c3ccccc3)nc3ccccc23)c(=O)n(-c2ccccc2)n1C` as listed: 25 | 6 | 9 | 0 | 1 | 5 | -8 | 6 | 0.7 | -23 | -2
`CCOC(=O)C1(CC/C(C)=N\NC(N)=O)CC(C)(C)OC1=O` (stereo not given) as listed: 5 | -4 | 19 | -6 | -8 | -2 | 14 | 5 | -3.5 | -3 | -9

More records.
SMILES	MC4R antagonist	COUP-TFII inh	NR5A2 inv ag	NOD2 RIPK2 PPI	EBV LMP1 NFkB	ABHD5 PLIN5 PPI	NCOA2 inhibitor	SRC1 inh	MC4R barr agon	NCOA3 inh	TLR9-MyD88 inh
COc1cccc(C(=O)OCCCOC(=O)c2cccc(OC)c2OC)c1OC	4	0	-10	-6	4	1	-8	6	-1.7	2	-4
Cc1cccc(Nc2nnc(SCC(=O)NCc3cccs3)s2)c1C	7	-3	15	-6	5	-1	-4	-18	-1.3	10	-3
CNC(=O)c1cc(C)c(-c2ccccc2)s1	-11	-33	-22	-8	-6	15	-14	-20	0.4	-53	0
Cc1cc(C(=O)NCCC2=CCCCC2)c(C)o1	7	-52	-101	-8	-22	13	-56	-189	-0.8	-92	4
O=C(Nc1ccc(C(=O)O)cc1)/C(=C\C=C\c1ccccc1)NC(=O)c1cccc(Br)c1	20	25	2	-3	1	1	16	1	1.8	-23	-14
Cc1ccc(-c2csc(NC(=O)c3ccccc3Cl)c2C(=O)O)cc1	2	26	-35	-3	-5	6	-35	-23	0.5	-24	-1
COc1cccc(N2CCN(C(=O)c3cc(-c4ccc(F)cc4)[nH]c3C)CC2)c1	4	-20	0	1	2	-9	-18	2	0.4	-13	5
COCCNC(=O)C(=O)NCC(c1ccc2c(c1)OCO2)N1CCN(c2ccc(F)cc2)CC1 (stereo not given)	2	-12	0	1	-3	1	-4	-18	-1.6	4	4
COc1ccc(C(=O)NC2CCCN(Cc3ccc(Cl)cc3)C2)c(OC)c1 (stereo not given)	2	-8	10	0	15	2	-13	12	1.0	13	-2
CN(C(=O)CC1C(=O)NCCN1Cc1ccc(F)c(F)c1)C1CCCCC1 (stereo not given)	-10	11	25	1	-1	3	1	-3	-2.6	11	-3
O=C(CSc1nc2ccccc2c(=O)n1-c1ccc(F)cc1F)NC1CCS(=O)(=O)C1 (stereo not given)	10	5	-8	-13	2	-8	-26	15	-1.7	-8	11

Source: PubChem BioAssay (several laboratories)

Some of the compounds tested; the hit share may differ from the screen's.
